# All columns: NCI-60 one-dose screen, growth in % after 48 h at 10 µM unless noted; 100 = growth as untreated, 0 = no growth, -100 = all killed.
# MDA-MB-468: MDA-MB-468 breast cancer. 78,000 compounds, 8.5% hits
# SR: SR leukemia cells | 73,000 compounds, 8.7% hits | AID 1794780
# K-562: K-562 leukemia; 78,000 compounds, 7.4% hits
# MOLT-4: MOLT-4 leukemia cells; AID 1794779; 80,000 compounds, 6.9% hits
# MCF7: MCF7 breast cancer | 82,000 compounds, 6.3% hits
# MDA-MB-231: MDA-MB-231 breast cancer. AID 1794789. 81,000 compounds, 5% hits
# BT-549: BT-549 breast cancer; 78,000 compounds, 4.4% hits
# T-47D: T-47D breast cancer. 79,000 compounds, 5% hits. AID 1794792
# Active calls of the source: *; . = not tested or not shown; & = joins results of further samples; [ ] = remark or other dose. The calls were made as follows: active = growth percent below 10; inactive = the rest.
SMILES,MDA-MB-468,SR,K-562,MOLT-4,MCF7,MDA-MB-231,BT-549,T-47D
O=S(=O)(Oc1ccc(-c2nnc(Nc3ccccc3)s2)cc1)C(F)(F)C(F)(F)C(F)(F)C(F)(F)C(F)(F)C(F)(F)C(F)(F)C(F)(F)F,103,109,101,106,98,98,87,95
CCOC(=O)c1ccc(NCCC(=O)O)cc1,95,103,90,87,92,122,110,101
CCOc1cc(C=Nc2cccc(C(F)(F)F)c2)ccc1O,94,92,93,100,99,110,100,99
COc1ccc(C2CC(=O)Nc3[nH]ncc32)cc1 (stereo not drawn),92,78,107,105,95,89,96,95
O=S(=O)(NCCCNc1cc(-c2cn(-c3ccccc3)nc2-c2ccccc2)ccn1)c1ccc(Br)cc1,52,78,25,42,56,61,76,42
CCOC(=O)C(Nc1ccc(F)cc1)c1ccc(N)cc1 (stereo not drawn),101,82,84,87,90,98,94,93
COc1ccc(-c2c(/C=C/C(=O)c3ccc(Cl)cc3)c(Cl)nc3c2c(C)nn3-c2ccccc2)cc1,102,.,.,.,96,89,97,88
COc1cc(/C=C/c2cc(/C=C/c3ccc(O)c(OC)c3)n(C(=O)c3ccccc3Br)n2)ccc1O,3.0*,-4.8*,3.6*,-6.5*,20,40,14,49
CC(C)Nc1ncnc2[nH]ncc12,114,.,100,89,114,97,85,106
Cc1nc(Nc2cccnc2)sc1C(=O)/C=C/c1ccc(Cl)cc1,12,6.1*,7.9*,53,13,74,15,25
N#Cc1c2cccnc2c2nnc3cc(Cl)c(Cl)cc3n12,-56*,5.5*,5.6*,7.7*,1.4*,2.6*,.,26
Clc1ccc(-c2n[nH]c(Cn3nnnc3-c3ccccc3)n2)cc1,106,94,109,100,102,102,104,106
COc1ccc(-c2cc(-c3ccc4c(c3)OCO4)n3c(n2)nc2ccccc23)cc1OC,114,.,78,70,83,78,82,60
C/C(NCCc1ccccc1)=C1\CCOC1=O,80,106,92,90,91,99,83,115
CCn1cc(C(=O)O)c(=O)c2cc(F)c(N3CCN(S(=O)(=O)c4ccc(Cl)cc4)CC3)cc21,.,.,21,24,14,41,13,41
Cc1ccc([C@H]2Nc3c(c(C(C)(C)C)nn3-c3ccccc3)C(=O)[C@]23CCCC3=O)cc1,106,89,84,82,86,91,84,62
COc1cc(OC)c(C(=O)CCN(C)C)cc1OC,83,.,95,96,76,.,88,.
COc1ccc(-c2c3c(nc4n[nH]c(-c5ccc(Cl)cc5)c24)-c2ccccc2C(=O)C3=O)cc1,-9.0*,.,4.5*,0.1*,1.8*,-28*,20,17
O=C1/C(=C/c2ccccc2Br)COc2ccc(O)c(O)c21,19,15,9.7*,2.8*,21,0.9*,15,-7.2*
COc1cc(/C=C/c2nnc(-c3[nH]nc4c3CCc3ccccc3-4)o2)cc(OC)c1OC,.,97,102,88,91,93,86,82
Cc1cc[n+](CC[n+]2ccc(C)cc2)cc1,99,110,101,102,96,103,108,94
Cc1cc(O)c(C(C)C)cc1N,-40*,115&97,101&113,103&95,93&94,92&103,98&109,72&16
CC(O)CCC1C(C)CCC1(C)C(C)C (stereo not drawn),122,110,102,99,112,110,108,105
CNC(=O)c1cc(-n2ccc3cc(NC(=O)c4ccc(Cl)c(C(F)(F)F)c4)ccc32)ccn1,80,96,94,96,89,81,99,79
NS(=O)(=O)c1ccc(Nc2nc(N/N=C/c3ccc(C(F)(F)F)cc3)nc(Nc3ccccc3)n2)cc1,34,7.1*,18,9.7*,10,26,49,31

# Rewritten with two lines to a compound: 3 of the compounds above
# Values run as follows: MDA-MB-468 | SR | K-562 | MOLT-4 | MCF7 | MDA-MB-231 | BT-549 | T-47D
COc1cc(/C=C/c2nnc(-c3[nH]nc4c3CCc3ccccc3-4)o2)cc(OC)c1OC
    . | 97 | 102 | 88 | 91 | 93 | 86 | 82
Cc1cc[n+](CC[n+]2ccc(C)cc2)cc1
    99 | 110 | 101 | 102 | 96 | 103 | 108 | 94
Cc1cc(O)c(C(C)C)cc1N
    -40* | 115&97 | 101&113 | 103&95 | 93&94 | 92&103 | 98&109 | 72&16

# Going on with the list.
SMILES,MDA-MB-468,SR,K-562,MOLT-4,MCF7,MDA-MB-231,BT-549,T-47D
CC(=O)Oc1ccc(N(C(C)=O)c2nc(OC(C)=O)cs2)c(C)c1,106,111,98,101,92,102,103,98
CCSc1ncnc2c1ncn2C1OC(CO)C(O)C1O (stereo not drawn),16,.,16,21,19,64,49,29
S=c1[nH]c2nc(Cl)c(Cl)nc2[nH]1,96,118,101,98,98,109,128,99
O=C1[C@H]2Cc3c([nH]c4ccccc34)[C@H](c3ccc(Cl)cc3)N2C(=O)CN1C1CCN(Cc2c(F)cccc2F)CC1,70[8.33 µM],83[8.33 µM],80[8.33 µM],73[8.33 µM],61[8.33 µM],81[8.33 µM],114[8.33 µM],51[8.33 µM]
O=C(O)c1ccccc1C(=O)c1ccc(O)cc1,117,91,94,96,102,105,106,96
O=c1[nH]cc([N+](=O)[O-])c(=O)[nH]1,116,106,98,98,89,107,.,100
CC(=O)N(C)N=Nc1ccc(C)cc1,104,.,105,112,106,102,90,102
Cc1ccccc1S(=O)(=O)N1C(=O)c2ccccc2S1(=O)=O,111,.,121,109,102,104,112,90
COC(=O)[C@@H](OC(=O)NS(=O)(=O)N(c1ccc(F)cc1)C1CCN(Cc2ccc(F)cc2)CC1)C(C)C,86,117,.,41,91,98,105,86
CCOc1ccc(C2=NNC(=O)CC2)cc1,108,109,102,113,96,100,93,94
CC(=O)N[C@H]1CCC[C@H](NC(C)=O)C1,109,103,114,127,96,106,117,95
COc1ccc(OC)c(C2C(C#N)=C(N)N(c3ccc(F)cc3F)C3=C2C(=O)CC(C)(C)C3)c1 (stereo not drawn),105,95,94,99,98,102,106,100
CNc1nc2ncc(-c3c(C)noc3C)cc2n1Cc1ccccc1,35,28,49,49,19,50,60,54
COc1cc(N)c2ncccc2c1,54,143,121,98,92,109,86,101
N#CC(c1ccccc1)C(C#N)c1ccc(Cl)cc1 (stereo not drawn),95,96,100,97,96,87,.,.
O=C(O)c1ccccc1-c1ccc([N+](=O)[O-])cc1Cl,100,96,107,100,97,111,104,108
O=C(ONC(=O)[C@@H]1CCCC[C@H]1C(=O)NOC(=O)c1ccccc1)c1ccccc1,112&101,91&84,62,91&75,91&87,104&98,99&89,89
Cc1ccc(S(=O)(=O)Nc2c(C)cc([N+](=O)[O-])cc2C)cc1,82,85,105,79,101,115,100,102
Cl[Si](Cc1ccccc1)(Cc1ccccc1)Cc1ccccc1,99,92,75,89,89,111,133,91
CN1CCN(Cc2ccc(NC(=O)c3cncc(C#Cc4cnc(N)c5ncccc45)c3)cc2C(F)(F)F)CC1,-44*,.,14,15,-74*,-79*,34,36
COc1cc(OC)c(OC)cc1/C=C/C(=O)c1cccc(B(O)O)c1,27,46,71,72,56,103,.,87
Cc1ncc([N+](=O)[O-])n1CCO,115&87,.,118&83&110,119&94&115,105&104&94,104&113&89,104&113&91,100&118&87
COc1ccc2nc(-c3nc(-c4ccccc4)n4ccccc34)[nH]c2c1,90,54,48,54,63,64,89,50
N#CC(C#N)=C1NC2(CCCCC2)N=C1N,.,94,99,113,104,103,95,91
C=C1CCC2(C#N)[C@H]3[C@H](CC[C@@H]2C)[C@@H](C)C[C@@H](CC(C)(C)NC(=O)CN2CCC2=O)[C@H]13 (stereo partly drawn),58,.,.,.,35,48,55,13

# Compound profiles, from the list above. Values in the order: MDA-MB-468 | SR | K-562 | MOLT-4 | MCF7 | MDA-MB-231 | BT-549 | T-47D
# Cc1ccccc1S(=O)(=O)N1C(=O)c2ccccc2S1(=O)=O in the list: 111 | . | 121 | 109 | 102 | 104 | 112 | 90
# O=c1[nH]cc([N+](=O)[O-])c(=O)[nH]1 in the list: 116 | 106 | 98 | 98 | 89 | 107 | . | 100
# COc1ccc(OC)c(C2C(C#N)=C(N)N(c3ccc(F)cc3F)C3=C2C(=O)CC(C)(C)C3)c1 (stereo not drawn) in the list: 105 | 95 | 94 | 99 | 98 | 102 | 106 | 100
# COc1ccc2nc(-c3nc(-c4ccccc4)n4ccccc34)[nH]c2c1 in the list: 90 | 54 | 48 | 54 | 63 | 64 | 89 | 50
# CC(=O)N(C)N=Nc1ccc(C)cc1 in the list: 104 | . | 105 | 112 | 106 | 102 | 90 | 102

# Next section:
SMILES,MDA-MB-468,SR,K-562,MOLT-4,MCF7,MDA-MB-231,BT-549,T-47D
COc1ccc(-c2cc(NC(=O)Nc3ccc(O)cc3)no2)cc1,80,.,29,19,70,68,65,70
O=C(CN1C(=O)S/C(=C\C(Cl)=C\c2ccccc2)C1=O)NC1CCS(=O)(=O)C1 (stereo not drawn),8.2*,14,15,41,14,77,77,16
COc1cc(-c2nc3ccc(-c4nnc(SCC(=O)Nc5ccc(Br)cc5)o4)cc3[nH]2)cc(OC)c1OC,96,79,54,70,65,79,100,70
CC(=O)N1N=C(c2ccc(-n3ccc(C(F)(F)F)n3)c(C)c2)CC1c1ccc[nH]1 (stereo not drawn),106,81,83,78,93,96,101,76
CN(C)CCn1cc(-c2ccc3c(Nc4ccc(CC(=O)Nc5cccc(F)c5)cc4)ncnc3c2)cn1,-83*[30 µM],-20*[30 µM],-29*[30 µM],-31*[30 µM],-57*[30 µM],-86*[30 µM],-9.4*[30 µM],-40*[30 µM]
O=c1c2ccccc2nc(SCc2ccc(Cl)cc2)n1CCc1ccccc1,102,.,.,.,81,81,111,85
COC(=O)c1nn(-c2ccccc2)c(N)c1C(=O)c1cccn1C,87,107,106,101,94,104,96,92
O=C1NC(=O)C2(CCCCC2)N1,116,99,113,94,100,114,111,94
O=C1C=CC(=Nc2ccc3c(c2)Cc2cc(F)ccc2-3)O1,123,78,.,86,95,103,105,97
Cc1ccc(-c2nc3cnccn3c2NC2CCCCC2)o1,94,87,96,92,94,97,110,94
COc1ccc(C(C)=O)cc1N1C(=O)C2C(C1=O)C1(c3ccccc3)C(=O)C2(c2ccccc2)C(c2ccc(C)cc2)=C1c1ccc(C)cc1 (stereo not drawn),14,8.8*,12,13,16,12,38,32
CC(C)(Cc1ccc(Cl)cc1)NC(N)=O,98,89,93,92,101,104,107,99
Oc1c2ccccc2cc2ccccc12,113,101,128,114,102,109,95,105
Cc1cc(C)[nH]c(=S)n1,96,97,110,102,92,101,93,103
COc1ccc(Cn2c(-c3ccccc3)cc3c2-c2oncc2CC3)cc1,121,81,77,67,103,94,87,92
O=C(O)c1ccccc1F,112,63,103,.,91,106,.,130
Cc1cc(-c2ccc(N3C(=O)CC4(CCCC4)C3=O)c(C)c2)ccc1N1C(=O)CC2(CCCC2)C1=O,88,65,99,98,99,97,104,77
COc1ccc(N2CC(c3nc4ccccc4[nH]3)CC2=O)cc1 (stereo not drawn),110,89,103,96,93,83,.,82
CCc1ccccc1NC(=S)Nc1ccccc1CC,92,97,118,117,87,99,112,88
Cn1ccc2c1CC1CN(Cc3ccccc3)C(=O)C1C2C(=O)O (stereo not drawn),92,107,99,106,96,103,105,113
CCC(CC)C(=O)OC(C)COc1ccc(C(C)(C)C)cc1 (stereo not drawn),95,98,87,83,101,108,109,113
Cc1c(C(=O)NCCc2ccc(N3CCCCC3)cc2)[nH]c2ccc(Cl)cc2c1=O,40,63,54,80,81,93,98,49
CC(=O)c1c(N)c(C#N)cn1Cc1ccc(Cl)cc1Cl,109,113,102,109,112,105,108,105
NCCCNc1nc(-c2ccncc2)nc2sc3c(c12)CCCCC3,106,51,68,75,90,88,93,88
O=C(O)c1cn(C2CC2)c2cc(N3CCN(Cc4nnc(Nc5ccccc5)o4)CC3)c(F)cc2c1=O,114,98,84,99,98,109,99,85

# (further entries)
SMILES,MDA-MB-468,SR,K-562,MOLT-4,MCF7,MDA-MB-231,BT-549,T-47D
C=C(C)[C@@H]1CC[C@]2(C(=O)OC)CC[C@]3(C)[C@H](CC[C@@H]4[C@@](C)(CC/C(N)=N/O)[C@H](C(=C)C)CC[C@]43C)[C@@H]12,100,69,86,92,88,104,98,91
Cc1c(C(=O)C(SC(=S)N2CCOCC2)SC(=S)N2CCOCC2)nnn1-c1ccc(Cl)cc1,99,99,83,100,91,104,103,95
C#CC#CC#CC#CC#CC#CC#CC#CCC1OC[C@H](COC(=O)O[C@@H](C(=O)O[C@H]2C[C@@]3(O)[C@@H](OC(=O)c4ccccc4)[C@@H]4[C@]5(OC(C)=O)CO[C@@H]5C[C@H](O)[C@@]4(C)C(=O)[C@H](OC(C)=O)C(=C2C)C3(C)C)[C@@H](NC(=O)c2ccccc2)c2ccccc2)O1 (stereo partly drawn),8.7*,25,16,28,25,35,26,41
COc1ccc(-n2c(-c3ccccc3)c(-c3ccccc3)c3c(SCC(=O)N/N=C/c4ccc(Cl)cc4)ncnc32)cc1,78,105,81,97,85,82,85,80
C/C(=N\NS(=O)(=O)c1ccc(C)cc1)c1ccncc1,99,97,107,99,101,116,116,93
Cc1ccc(S(=O)(=O)OCCOCCOS(=O)(=O)c2ccc(C)cc2)cc1,85,84,94,98,100,92,.,.
CCN1C(=O)N(CC)C2NN3C(=O)C4(CN(C)CC45C(=O)N(C)c4ccccc45)SC3=NC21 (stereo not drawn),97,89,81,94,85,102,111,90
CC(=O)OC(OC(C)=O)c1ccccc1,113,110,97,103,101,111,.,101
CCN1CCN(c2nc(NCCNc3ccnc4cc(Cl)ccc34)c3ccccc3n2)CC1,-29*,-26*,.,6.3*,19,-73*,52,-11*
C=C(Cl)CSc1ncnc2nc[nH]c12,101,106,101,105,95,99,127,101
O=c1cc(CSc2nnc(-c3ccc(F)cc3)o2)c2ccc3ccccc3c2o1,101,94,94,96,93,87,111,100
O=C1C(Cl)=C(NCCCN(CCO)CCO)C(=O)c2ccccc21,71,76,30,85,68,96,103,94
Brc1ccc(Nc2c(-c3c[nH]c4ccccc34)nc3sc4ccccc4n23)cc1,102,110,103,111,92,83,94,92
O=C(CCCCn1cnc2c(=S)nc[nH]c21)Nc1ccc(C(=O)O)c(O)c1,118,107,106,113,105,93,108,93
NC(=O)CCn1ccc2ccccc21,103,89,96,99,100,100,110,109
COc1ccc(-c2noc(CCc3nnc(-c4ccccc4)o3)n2)cc1,103,.,83,93,96,106,85,107

# Screens: PubChem BioAssay, NCI
